Bcl-B displacement = displacers of TR3 peptide from Bcl-B, primary screen, selectivity assay for Bfl-1 inhibitor project, biochemical, fluorescence polarization | FP displacement of FITC-TR3 peptide from Bcl-B; higher % means a stronger effect | displacement, % at 20 µM; hits with a dose series show IC50 in µM | 0.11% of 96,000 active;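 active = displacement above 50% at 20 µM plus a fluorescence interference ratio under 1.5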;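 also: plate controls were wells without compound for no effect and wells lacking Bcl-B protein for full effect; a part of the inactive calls stands beside numbers as strong as those of hits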
MRP resist rev = MRP-mediated drug resistance reversal; H69AR cells + 2 uM doxorubicin, CellTiter-Glo, 72 h; differential viability (reversal), % at 10 µM; 0.04% of 85,000 active; AID 602;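 active = viability drop by adding the cancer drug above about 55%, with treated viability meeting a 40% cutoff, limit read from the data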;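 also: viability without doxorubicin minus viability with 2 µM doxorubicin for each compound; larger differential means the compound sensitizes cells more to doxorubicin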
IL1B NFkB inh = blocks IL-1B driven NFkB nuclear translocation in HUVEC cells | inhibition, % at 2 µM | HUVEC IL-1B NFkB p65 nuclear translocation imaging | 0.43% of 94,000 active;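 active = inhibition above about 30% together with a positive call from visual inspection of the well image, limit read from the data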;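 also: nuclear over cytoplasmic p65 intensity ratio measured by imaging; 0% = IL-1B stimulated DMSO wells and 100% = unstimulated DMSO wells; values of inactives mirror those of a sister screen read the other way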
PLAP inhibitors HTS = inhibition of human placental alkaline phosphatase – biochemical, luminescence, HTS (AID 690); purified PLAP, luminescent substrate; higher % means a stronger effect; inhibition, % at 20 µM; hits with a dose series show IC50 in µM; 0.08% of 96,000 active; in the data active = a potency from the dose series; inactive = the rest, 99 in 100 with inhibition below about 30%; also: strong numbers were not always called active
IL1B NFkB pot = enhances IL-1B driven NFkB nuclear translocation | HUVEC IL-1B NFkB p65 nuclear translocation imaging | activation, % at 2 µM | 0.3% of 94,000 active;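 active = activation above 40%, about the mean plus 3 SD, also judged a hit on visual image review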;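 also: percent activation is computed from the nuclear over cytoplasmic p65 intensity ratio; values of inactives mirror those of a sister screen read the other way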
MRP resist rev cytotoxicity = recorded beside MRP resist rev, whose call it bears; viability, %; H69AR cells, CellTiter-Glo, 72 h; measured here: cytotoxicity without doxorubicin
MRP resist rev with doxorubicin = recorded beside MRP resist rev, whose call it bears; viability, %; measured here: viability with 2 uM doxorubicin; stronger effect = lower value
IL1B NFkB inh cell count 2 µM = recorded beside IL1B NFkB inh, whose call it bears; cell count; measured here: cells passing quality filter;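 raw number of nuclei counted in each imaged well without normalization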
IL1B NFkB pot cell count 2 µM = further read-out of IL1B NFkB pot, marked with its call; cell count; measured here: cells passing quality filter
Active calls of the source: *; . = not tested or not shown. These rows are one share of the data (hit frequency here may not be typical).

molecule,Bcl-B displacement,MRP resist rev,MRP resist rev cytotoxicity,MRP resist rev with doxorubicin,IL1B NFkB inh,IL1B NFkB inh cell count 2 µM,PLAP inhibitors HTS,IL1B NFkB pot,IL1B NFkB pot cell count 2 µM
O=C(/C=C\NCC(=O)c1ccccc1)c1ccc(F)cc1,0%,.,.,.,6,127,-19%,-6,127
COc1cc(-c2nc3oc4ccccc4c(=O)c3c(=O)n2Cc2ccco2)cc(OC)c1OC,3%,-15,58,73,-7,93,-26%,7,93
Cc1cc(OCCN2CCOCC2)nc2ccccc12,0%,.,.,.,0,110,-5%,0,110
Cc1cccc(S(=O)(=O)c2c(N)n(Cc3ccco3)c3nc4ccccc4nc23)c1,-122%,5,67,62,-5,158,-91%,5,158
Cc1cc(C(=O)CSc2nnc(-c3ccc(F)cc3)o2)c(C)n1CC1COc2ccccc2O1 (configuration not stated),-23%,2,33,32,15,147,0%,-15,147
Cc1c(C)c2ccc(Oc3ccc([N+](=O)[O-])cc3C(F)(F)F)c(C)c2oc1=O,1%,.,.,.,-67,118,7%,67*,118*
C=CCNC(=S)Nc1ccccc1,-1%,.,.,.,1,146,-3%,-1,146
CC(=O)CSc1nnc(-c2ccc(S(=O)(=O)N3CCC(C)CC3)cc2)o1,.,30,93,63,-17,127,.,17,127

3 compounds drawn at random from the list so far, as already listed:
molecule,Bcl-B displacement,MRP resist rev,MRP resist rev cytotoxicity,MRP resist rev with doxorubicin,IL1B NFkB inh,IL1B NFkB inh cell count 2 µM,PLAP inhibitors HTS,IL1B NFkB pot,IL1B NFkB pot cell count 2 µM
Cc1cc(OCCN2CCOCC2)nc2ccccc12,0%,.,.,.,0,110,-5%,0,110
C=CCNC(=S)Nc1ccccc1,-1%,.,.,.,1,146,-3%,-1,146
Cc1cc(C(=O)CSc2nnc(-c3ccc(F)cc3)o2)c(C)n1CC1COc2ccccc2O1 (configuration not stated),-23%,2,33,32,15,147,0%,-15,147

(further entries)
molecule,Bcl-B displacement,MRP resist rev,MRP resist rev cytotoxicity,MRP resist rev with doxorubicin,IL1B NFkB inh,IL1B NFkB inh cell count 2 µM,PLAP inhibitors HTS,IL1B NFkB pot,IL1B NFkB pot cell count 2 µM
CC(C)CC(c1nnnn1Cc1cccs1)N1CCN(c2nc3ccccc3s2)CC1 (configuration not stated),.,1,79,78,-32,163,.,32,163
Cc1cccn2c(=O)c3cc(C(=O)NCCN4CCOCC4)n(Cc4ccccc4)c3nc12,3%,0,80,81,.,.,-84%,.,.
CCOC(=O)CN1c2ccccc2NC(=O)CC1C (configuration not stated),9%,-6,95,101,-3,183,3%,3,183
O=C(NC1CC1)c1cc(-c2ccccn2)nc2ccccc12,9%,4,92,88,-5,198,8%,5,198
CCCN1CCN(CCCNC(=O)C2CCCN(c3nc4ccc(OCC)cc4s3)C2)CC1 (configuration not stated),-9%,-18,65,82,-4,172,-8%,4,172
O=C1OCC2=C1C(c1ccc3c(c1)OCO3)Sc1ccccc1N2 (configuration not stated),-16%,8,79,71,-13,93,10%,13,93
S=C(c1ccc(-c2ccc(Cl)cc2Cl)o1)N1CCCCC1,-6%,.,.,.,-2,187,8%,2,187
O=C1CC(N2CCN(S(=O)(=O)c3cccc(C(F)(F)F)c3)CC2)C(=O)N1Cc1ccccc1 (configuration not stated),-64%,16,102,86,-16,169,-60%,16,169
COc1ccc(C2CC(=O)Nc3ccccc3S2(=O)=O)cc1OC (configuration not stated),17%,14,103,89,.,.,-9%,.,.
CCOCCCn1cnc2c(c1=O)c1nc3ccccc3nc1n2-c1ccc(C)cc1,-3%,-19,63,83,-10,109,-10%,10,109
Cc1cc(C)c(C#N)c(SCC(=O)N(C)C2CCCCC2)n1,-4%,-22,63,85,2,156,0%,-2,156
CC(=O)C1=C(C)NC(SCC(=O)c2ccc(C)cc2)=C(C#N)C1c1ccco1 (configuration not stated),-62%,-7,51,59,6,133,-27%,-6,133
N#CC(c1ccc(Cl)cc1)c1ccc2c(C(F)(F)F)cc(C(F)(F)F)nc2n1 (configuration not stated),0%,0,5,4,-6,121,-24%,6,121
COc1c(Cl)cc(C(=O)Nc2ccccc2C(=O)O)cc1Cl,7%,.,.,.,2,154,-6%,-2,154
CCOC(=O)Nc1c(C(=O)OC)[nH]c2cc(OC)ccc12,10%,-39,18,57,-2,127,15%,2,127
CCCc1cc(=O)[nH]c(/N=C(/NC(=O)c2ccccc2)Nc2ccc3c(c2)OCCO3)n1,.,-7,32,39,11,195,.,-11,195
O=C(Nc1nc(-c2ccccc2)cs1)c1cccc(S(=O)(=O)N2CCN(Cc3ccccc3)CC2)c1,-38%,9,93,84,0,158,-47%,1,158
O=C(O)c1ccc(CSc2nnc(-c3ccco3)o2)cc1,-35%,0,94,94,-3,139,-29%,3,139
Cc1ccc2nc(Nc3ccccc3)c(/C=N/O)c(=O)n2c1,.,-10,69,78,-10,159,.,10,159
c1cn(CC2(Cn3ccnc3)COC2)cn1,-11%,2,97,96,-1,103,7%,1,103
C=C(Cl)COC(=O)C1C2C=CC(C2)C1C(=O)O (configuration not stated),.,-1,101,102,1,141,.,-1,141
Cc1ccc(NS(=O)(=O)c2cc(C(=O)NCc3ccccn3)ccc2Cl)cc1,-8%,.,.,.,2,149,-10%,-2,149
O=C(CSCC(=O)Nc1ccc2ccccc2c1)NCc1ccccc1,-3%,.,.,.,.,.,-10%,.,.
CC(C)Nc1nc(NC(C)C)nc(NS(=O)(=O)c2ccc(N)cc2)n1,.,-8,83,91,-16,99,.,16,99
CN(C)c1ccnc(SCc2ccccc2Cl)c1C#N,-5%,14,97,83,-17,193,45%,17,193
O=C1CC(c2ccccc2)CC(O)=C1C=NCc1ccccc1Cl (configuration not stated),-1%,.,.,.,-8,140,12%,8,140
Cc1oc(-c2ccccc2F)nc1CS(=O)CC(=O)NCc1cccs1 (configuration not stated),-22%,13,104,90,.,.,-65%,.,.
Cc1nc2ccc3nc(NC(=O)c4ccc5c(c4)OCCO5)sc3c2s1,-96%,-6,81,87,-3,136,4%,3,136
Cc1onc(-c2c(F)cccc2Cl)c1C(=O)NCc1cccs1,-15%,9,85,75,-1,99,16%,1,99
CC(C)(C)n1nnnc1C(c1cccs1)N1CCN(Cc2ccc3c(c2)OCO3)CC1 (configuration not stated),3%,26,95,69,-19,172,-72%,19,172
COc1ccc(S(=O)(=O)NC2CC(C)(C)NC(C)(C)C2)c(C)c1C,-6%,-22,83,105,12,156,-28%,-12,156
COc1cccc(C2C(C(=O)NCc3ccccc3)=C(C)Nc3ncnn32)c1 (configuration not stated),-10%,-18,81,99,.,.,17%,.,.
Cc1oc(-c2ccccc2F)nc1CS(=O)(=O)CC(=O)NCCCc1ccccc1,-1%,10,99,89,.,.,-31%,.,.
CCSc1nnc(NC(=O)c2cccc(OCc3c(C)noc3C)c2)s1,-16%,4,96,92,.,.,-67%,.,.
Cc1cc(S(=O)(=O)Nc2cccnc2)c(C)s1,-3%,5,106,101,-20,77,-12%,20,77
Cc1ccsc1C(=O)NNC(=O)Nc1ccc(Cl)c(Cl)c1,0%,.,.,.,0,133,1%,0,133
COC(=O)C1=CN(C)C=C(C(=O)OC)C1c1ccccc1Cl,.,-1,73,74,2,105,.,-2,105
CSc1cc(-c2ccccc2)n(Cc2ccccc2Cl)c(=O)c1C#N,4%,-3,5,8,-4,174,32%,4,174
CC(=O)N1CCN(c2cccc(C)c2C)CC1,-3%,21,107,85,0,135,13%,0,135
COc1ccc(NC(=O)C2CCN(S(=O)(=O)c3c(C)noc3C)CC2)cc1Cl,13%,-2,105,107,-3,176,15%,3,176
Cc1ccc(C)n1CCN1CCN(C(=O)c2ccco2)CC1,-15%,2,87,85,0,179,-16%,0,179
CCOC(=O)c1nnn(CC(=O)Nc2ccccc2OC)c1C(=O)OCC,8%,-5,92,97,-28,69,-4%,28,69
CCCCOC(=O)Nc1nc(C)c(C(=O)OCC)s1,5%,.,.,.,12,97,-22%,-12,97
O=C(/C(=N\O)n1cncn1)c1ccc(Br)cc1Br,0%,.,.,.,.,.,-7%,.,.
CC(/C(O)=C(\C#N)c1nc2ccccc2n1C)N1C(=O)c2ccccc2C1=O (configuration not stated),-2%,14,99,85,9,139,-8%,-9,139
CCn1cc(/C=N/NC(=O)c2ccc3c(c2)OCO3)c(C)n1,6%,.,.,.,-26,155,-1%,26,155
Cc1cc(C)cc(-n2c3nc4ccccc4nc3c3c(=O)n(Cc4ccco4)cnc32)c1,2%,-6,87,92,-10,154,-66%,10,154
O=C(/C=C/Nc1cccc([N+](=O)[O-])c1)c1ccco1,.,.,.,.,-6,154,.,6,154
CCCc1nc2ccccc2c(=O)n1-c1c(C)n(C)n(-c2ccccc2)c1=O,-6%,10,101,91,10,144,-2%,-10,144
CC1(C)OC(=O)C(=CNCC(=O)NCC(=O)O)C(=O)O1,-5%,-5,86,91,27,95,6%,-27,95
CCN(CC)C(=O)c1cnn(-c2ccccc2)c1NC(=O)c1ccccc1F,.,-6,99,104,-18,122,.,18,122
CCOC(=O)C(=O)/C(C#N)=C/Nc1ccc(Cl)cc1,-12%,-14,82,96,-4,158,-16%,4,158
CN1CCN(NC(=O)c2ccc(F)cc2)CC1,-2%,.,.,.,-8,161,2%,8,161
O=C(OCCCN=C1NS(=O)(=O)c2ccccc21)c1ccccc1F,23%,6,86,81,4,146,-12%,-4,146
CCCc1nnc(NC(=O)c2ccc(N3C(=O)C4C5C=CC(C5)C4C3=O)cc2)s1 (configuration not stated),-6%,10,99,89,-25,177,3%,25,177
Cc1cccc2sc(NC(=O)CCNS(=O)(=O)c3cccc4nonc34)nc12,-15%,0,77,77,.,.,-8%,.,.

Other structures follow:
molecule,Bcl-B displacement,MRP resist rev,MRP resist rev cytotoxicity,MRP resist rev with doxorubicin,IL1B NFkB inh,IL1B NFkB inh cell count 2 µM,PLAP inhibitors HTS,IL1B NFkB pot,IL1B NFkB pot cell count 2 µM
CC(=O)N(C)C1=C(N2CCOCC2)C(=O)c2ccccc2C1=O,18%,.,.,.,-2,110,8%,2,110
COC(=O)C1=C(CSc2nccn2C)NC(=O)NC1c1cc(C)ccc1C (configuration not stated),1%,12,93,81,10,141,3%,-9,141
Cn1cnnc1Sc1nc2ccccc2nc1NS(=O)(=O)c1ccccc1,30%,-1,101,102,.,.,-29%,.,.
O=C(CSc1nnc(-c2ccc(F)cc2)o1)N1CCN(C(=O)c2ccco2)CC1,5%,3,86,83,9,178,1%,-9,178
O=C(CCN1C(=O)c2cccc3cccc(c23)C1=O)N1CCN(Cc2ccc3c(c2)OCO3)CC1,-5%,.,.,.,-28,86,-3%,28,86
